Giardia kill – Small Molecules that selectively kill Giardia lamblia: qHTS; Giardia lamblia trophozoite viability; activity change, % at 7.66 µM, hits read low; 340,000 compounds, 0.15% hits; AID 540267, 2011; in the data active = activity change below about -80%; inconclusive = between about -30% and that limit;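 note: parasites exposed to compound for two days anaerobically before the ATP read; % is set by controls: 0 for no effect and ±100 for the full control effect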
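Anaerobic 48 hrs incubation at 37 deg C of 100 trophozoites/well with test compounds; ATPLite 1-Step luminescence, 15-30 min RT, reports cellular ATP as viability.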
Coupling enz – qHTS Assay for Inhibitors of Fructose-1,6-bisphosphate Aldolase from Giardia Lamblia: Coupling assay counterscreen. 290,000 compounds, 0.67% hits. coupling enzyme system counterscreen, AmpLite Red fluorescence. AID 2472, 2010. activity change, negative = inhibition, % at 58.2 µM, hits read low; in the data active = activity change below about -30%; note: % is set by controls: 0 for no effect and ±100 for the full control effect
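Final compound at 57.5 uM, incubated 10 min at RT with coupling enzyme reagent (glyceraldehyde-3-phosphate), then 20 min with substrate and AmpLite Red detection. Fluorescence read at 525/598 nm; tests interference with the coupling assay, not aldolase inhibition.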
B2AR arrestin – qHTS assay of beta-arrestin-biased ligands of beta2-adrenergic receptor; beta-arrestin recruitment to beta2AR, cell-based reporter; Beta-2 adrenergic receptor (Homo sapiens), P07550; Potency, µM (top dose mostly 46.1 µM), for the others: at the highest dose activation, actives largely listed as activators; 330,000 compounds, 0.02% hits;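 note: potency is the fitted concentration of half-maximal effect; 0% = DMSO controls and full agonism = EC100 isoproterenol or metaproterenol; nearly all actives have a fitted effect of over 65% in size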
hERG WT inh – qHTS for Inhibitors of KCHN2 3.1: Wildtype qHTS; Voltage-gated inwardly rectifying potassium channel KCNH2 (Homo sapiens), Q12809; U2OS, BacMam KCNH2, thallium flux FluxOr; stronger effect = lower value; activity change, % at 1.84 µM; 340,000 compounds, 0.37% hits;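 active = maximum activity change below -70%; inconclusive = maximum activity change between -70% and -50%; inactive = maximum activity change above -50%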; note: % is set by controls: 0 for no effect and ±100 for the full control effect
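U2OS cells were transduced with wild-type KCNH2 virus (2.03 x 10^8 / mL) for 4 h at room temperature, then cultured overnight at 37 C. Thallium flux was read with FluxOr dye. Rate constants were normalized to DMSO controls.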
Menin-MLL TR inh – qHTS Assay for Inhibitors Targeting the Menin-MLL Interaction in MLL Related Leukemias: Competition With Texas Red Labeled MLL-derived Mutant Peptide | O00255 | 270,000 compounds, 0.23% hits | Potency, µM (highest dose often 61.6 µM), inactives show top-dose FP activity change, negative = inhibition, hits mostly inhibitors | Menin + Texas Red MLL mutant peptide, fluorescence polarization; active = well fitted inhibition curve with a large enough effect in the polarisation, with a control signal flat, not every such curve was filed as active; inconclusive = small, poorly fitted or top-dose-only effect, or effect the other way, or a change in a side signal; inactive = no such curve, though single readings can be large or run the other way; the % refers to the polarisation; note: potency is the fitted concentration of half-maximal effect; % of control where 0% means no effect; many of its hits are not listed in these tables
Target sequence (O00255 whole entry, looked up): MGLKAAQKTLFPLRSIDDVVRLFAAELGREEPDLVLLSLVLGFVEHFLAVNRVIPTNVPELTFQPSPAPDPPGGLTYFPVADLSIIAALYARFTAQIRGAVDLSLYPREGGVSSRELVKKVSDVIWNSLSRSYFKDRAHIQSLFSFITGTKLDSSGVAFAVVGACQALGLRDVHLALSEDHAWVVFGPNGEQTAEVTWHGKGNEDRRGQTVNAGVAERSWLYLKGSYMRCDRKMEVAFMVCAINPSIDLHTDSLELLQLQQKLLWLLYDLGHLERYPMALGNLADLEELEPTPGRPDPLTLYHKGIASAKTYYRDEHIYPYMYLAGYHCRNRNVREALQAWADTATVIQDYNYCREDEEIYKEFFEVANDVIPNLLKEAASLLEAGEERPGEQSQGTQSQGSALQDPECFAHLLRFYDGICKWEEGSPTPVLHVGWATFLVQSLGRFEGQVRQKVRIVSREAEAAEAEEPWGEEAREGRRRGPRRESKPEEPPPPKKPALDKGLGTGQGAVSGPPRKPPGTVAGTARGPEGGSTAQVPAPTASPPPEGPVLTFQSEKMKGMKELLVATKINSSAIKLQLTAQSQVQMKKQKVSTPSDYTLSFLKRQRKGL
TRPV1 agonist – HTS Assay for Compounds that Act as Agonists of the Vanilloid Receptor 1; Transient receptor potential cation channel subfamily V member 1 (Homo sapiens), Q8NER1; TRPV1-expressing cells, Fluo-8 calcium influx, agonist mode; activation, % at 8.33 µM; 320,000 compounds, 0.19% hits; AID 540275, 2011; in the data active = activation above about 80%; inconclusive = between about 30% and that limit; note: 0% is about no effect
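TRPV1-expressing cells were cultured overnight at 35.5C and loaded with Fluo-8 calcium dye for 40 to 90 min at room temperature. After a 10 s baseline, compound was added and calcium influx was read kinetically for 3 min (ex 480/em 520 nm).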
USP2a inh – qHTS Assay for Inhibitors of Ubiquitin-specific Protease USP2a Using CHOP2 as the Reporter. AID 463254, 2010. USP2 core, Ub-CHOP2 coupled fluorogenic reporter, 485/531. Ubiquitin carboxyl-terminal hydrolase 2 (Homo sapiens), O75604. 330,000 compounds, 0.01% hits. Potency, µM (highest dose often 38.3 µM), without a hit: at the top dose activity change, negative = inhibition, usual class: inhibitors;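 note: potency is the fitted concentration of half-maximal effect; plate controls were DMSO wells for no effect and full inhibition by NEM control for full effect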
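Cell-free coupled assay: 10nM USP2 core preincubated 30min RT with compound in Tris-HCl pH 8.0/CaCl2/CHAPS buffer, then 25nM Ub-CHOP2 and 25nM reporter substrate; fluorescence (Ex 485/Em 531) read after 60min RT, normalized to NEM inhibition, concentration-response curves fitted.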
CXXC DNA block – qHTS Fluorescence Polarization Assay for Inhibitors of MLL CXXC domain - DNA interaction | Potency, µM (highest dose often 115 µM), for the others: top-dose activity change, negative = inhibition, usual class: inhibitors | MLL-CXXC / FITC-HOXA9 DNA fluorescence polarization | 290,000 compounds, 0.037% hits; active = well fitted inhibition curve with a large enough effect in the polarisation, with a control signal flat, not every such curve was filed as active; inconclusive = small, poorly fitted or top-dose-only effect, or effect the other way, or a change in a side signal; inactive = no such curve, though single readings can be large or run the other way; the % refers to the polarisation; note: potency is the fitted concentration of half-maximal effect
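Purified MLL-CXXC (added from a 7 uM solution) was preincubated 5 min at ambient with pinned compounds in 50 mM Tris-HCl pH 7.5, 50 mM NaCl, 1 mM DTT, 0.05% BSA. Fluorescein-labeled HOX-A9 DNA (50 nM solution) followed, 30 min, then polarization read.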
PKM2 act – qHTS Assay for Activators of Human Muscle isoform 2 Pyruvate Kinase. purified PKM2, Kinase-Glo ATP luminescence, activation; response scale: 0% is enzyme alone, no compound. Potency, µM (doses to about 57.5 µM), for the others: at the top dose activation, hits mostly activators. 260,000 compounds, 0.34% hits. AID 1631, 2009; note: potency is the fitted concentration of half-maximal effect; % is set by controls: 0 for no effect and ±100 for the full control effect; nearly all actives have a fitted effect of over 55% in size
Target sequence (P14618 whole entry, looked up, canonical isoform): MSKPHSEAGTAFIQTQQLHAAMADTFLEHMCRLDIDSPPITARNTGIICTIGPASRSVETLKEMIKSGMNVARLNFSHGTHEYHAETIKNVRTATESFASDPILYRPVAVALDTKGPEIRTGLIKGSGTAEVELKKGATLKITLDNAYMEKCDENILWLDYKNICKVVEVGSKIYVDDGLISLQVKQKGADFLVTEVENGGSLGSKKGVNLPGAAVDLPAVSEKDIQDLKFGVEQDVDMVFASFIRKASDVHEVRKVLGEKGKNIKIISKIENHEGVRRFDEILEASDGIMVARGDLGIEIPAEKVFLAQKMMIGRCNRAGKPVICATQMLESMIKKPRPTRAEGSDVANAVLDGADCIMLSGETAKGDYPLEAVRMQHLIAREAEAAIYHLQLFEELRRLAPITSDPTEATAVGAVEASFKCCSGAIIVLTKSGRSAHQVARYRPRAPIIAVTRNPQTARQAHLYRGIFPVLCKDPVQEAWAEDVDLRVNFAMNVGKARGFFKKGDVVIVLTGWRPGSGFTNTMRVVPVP
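hPK-M2, >95% pure; 0.1 mM ADP / 0.5 mM PEP final; imidazole pH7.2 buffer w/ 7 mM MgCl2, 50 mM KCl; 1 h RT; Kinase-Glo lum. Intermediate enzyme activity for dual inhibitor/activator qHTS.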
GALK inh – qHTS Assay for Inhibitors of Human Galactokinase (GALK) | Potency, µM (doses to about 57.5 µM), inactives show top-dose activity change, negative = inhibition, hits mostly inhibitors | P51570 | AID 1868, 2009 | Purified GALK, Kinase-Glo residual ATP luminescence | 270,000 compounds, 0.007% hits; note: potency is the fitted concentration of half-maximal effect; % is set by controls: 0 for no effect and ±100 for the full control effect
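Human GALK (5 nM) with 35 uM ATP and 100 uM galactose in 20 mM HEPES pH 8.0, 5 mM MgCl2, 60 mM NaCl, 1 mM DTT, 0.01% BSA. After 1 h at room temperature, leftover ATP was read by Kinase-Glo Plus luminescence.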
KCNH2 3.1 inh – qHTS for Inhibitors of KCHN2 3.1: Mutant qHTS; 340,000 compounds, 0.95% hits; AID 720553, 2013; activity change, % (tested at about 1.8 µM); U2OS KCNH2 3.1, thallium flux FluxOr; stronger effect = lower value; Potassium voltage-gated channel subfamily H member 2, brain isoform KCNH2 3.1 (human);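 active = maximum activity change below -70%; inconclusive = maximum activity change from -70% to -50%; inactive = maximum activity change above -50%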;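 note: thallium influx rate constant from kinetic fluorescence after stimulation buffer; % is set by controls: 0 for no effect and ±100 for the full control effect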
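Steps: virus added to U2OS suspension (4 h, RT, dark); medium with 10% FBS added, cells plated, 37 C overnight; FluxOr/Red40 loading buffer 45 min RT; stimulation buffer, 2 min kinetic read; rate constant normalized.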
Starred values were filed as active, the others as inactive; ? = inconclusive; . = no result given; [ ] = another dose, or the depositor's remark. Unless noted, calls come from the whole dose curve; as a rule, active = well fitted curve in the direction sought with a large enough effect; inconclusive = small, poorly fitted or top-dose-only effect, or another doubt; inactive = no such curve, though single readings can be large; an effect the other way counts as inactive or inconclusive. An excerpt; count on the stated rates, not on these rows.

SMILES	Giardia kill	Coupling enz	B2AR arrestin	hERG WT inh	Menin-MLL TR inh	TRPV1 agonist	USP2a inh	CXXC DNA block	PKM2 act	GALK inh	KCNH2 3.1 inh
COC(=O)c1ccc(N2CCN(S(=O)(=O)c3ccc4ccccc4c3)CC2)c([N+](=O)[O-])c1	72[activator]	2	-0.1%	-10	12%	8	-1%	10%	4%	-1%	-36
CN1CCN(c2ccccc2NC(=O)c2cccc([N+](=O)[O-])c2)CC1	12	-1	-0.2%	-18	0%	-2	-1%	0%	0%	1%	-48
O=C(CN1CCN(c2nc(-c3ccccc3)cs2)CC1)NNC(=O)c1ccc(Br)cc1	1	2	0.0%	2	51%[activator]	1	-1%	2%	0%	0%	-1
O=C(c1cc(COc2cccc(C(F)(F)F)c2)on1)N1CCC(c2ccccc2)CC1	6	.	0.3%	-8	.	?	-1%	22%	-1%	-6%	-7
Cc1ccc(OCCn2cc(/C(N)=N/O)c3ccccc32)cc1C	3	1	0.0%	2	-4%	-2	-10%	-1%	0%	-1%	4
CC(C)(C)c1ccc(NC(=O)c2c(F)cccc2Cl)cc1	-15	-11	-0.4%	2	.	?	-4%	-11%	0%	-2%	-12
Cc1cc(Nc2ccc(Cl)cc2)nc(N2CCOCC2)n1	31[activator]	-6	0.0%	-1	.	27	4%	-19%	-4%	2%	-1
O=C(Nc1cccc(-c2cscn2)c1)C1CCN(Cc2ccc(CO)o2)CC1	12	.	0.5%	21	.	-5	3%	7%	.	0%	4
O=C(c1ccc(F)cc1)N1CCCN(c2nc(-c3ccccc3)ns2)CC1	17	3	-0.8%	-18	.	7	-1%	5%	-5%	.	0
CNC(=O)c1[nH]nc2c1CCc1cc(OC)ccc1-2	-5	-13	3.1%	10	?	7	0%	4%	.	.	-6
CC1CCN(Cc2c(O)ccc3c2O/C(=C\c2ccco2)C3=O)CC1	14	-7	0.0%	2	3%	1	24%	?	18%	.	-4
c1csc(Cc2nn3c(-c4n[nH]c5c4CCC5)nnc3s2)c1	19	0	0.2%	-23	-18%	24	-4%	3%	-1%	-4%	9
N#CCSc1nc2cc(C(=O)N3CCCC3)ccc2c(=O)n1Cc1ccccc1	9	4	1.8%	-15	5%	15	3%	12%	-2%	-1%	2
Cc1nc(NC(=O)c2ccccc2)sc1-c1csc(Nc2ccc(F)cc2)n1	.	1	0.2%	.	?	-3	0%	27%	-13%	-1%	.
CCn1c(C)cc(O)cc1=O	-10	-1	0.0%	-15	.	2	0%	-11%	-6%	-2%	6
Cc1ccccc1Nc1nc(N)nc(COC(=O)c2cccc(S(=O)(=O)N(C)c3ccccc3)c2)n1	23	-2	2.7%	-5	18%	3	-4%	10%	-2%	1%	-6
Cc1ccc(Cl)cc1NC(=O)CCC(=O)NCc1ccco1	24	-1	0.1%	2	-2%	1	1%	2%	-2%	0%	-16
CCOc1cc(C(=O)Nc2cc(C(=O)OC)ccc2C)ccc1OCC(=O)N1CCOCC1	5	.	3.6%	-14	.	-2	3%	.	.	.	-9
Cc1ccccc1Nc1nc(N)nc(CSc2nc3ccccc3c(=O)n2CCCO)n1	7	4	-0.2%	-7	2%	0	2%	-2%	-1%	2%	8
COc1ccc(Cl)cc1N1C(=O)c2cccnc2C1=O	-21	2	-0.2%	9	4%	-3	-2%	16%	.	.	-10
CC(=O)c1cccc(NC(=O)c2cc3nc(C)cc(C)n3n2)c1	-13	-9	-0.2%	-2	-14%	2	0%	-2%	-1%	1%	-21
Cc1cccc(N2CCN(C(=O)c3cc4cc(F)ccc4[nH]3)CC2)c1C	-1	-3	0.3%	7	-17%	?	2%	-3%	.	0%	-7
COc1cc(/C=N/NC(=O)C2(O)c3ccccc3-c3ccccc32)ccc1O	-4	3	0.1%	-14	3%	2	3%	5%	-3%	0%	11
Cc1sc2ncnc(N3CCC(C(=O)Nc4ccc(OC(F)F)c(Cl)c4)CC3)c2c1C	-23	.	-0.1%	12	.	.	0%	.	.	.	-10
COc1ccc(CN(C)C2CCN(C)CC2)cc1OC	-12	-1	0.2%	2	-6%	1	3%	-1%	-1%	-5%	16
CCCCCCC(=O)N1CCC(c2nc3c(nnn3Cc3ccccc3Cl)c(=O)[nH]2)CC1	22	-3	-0.2%	-3	-8%	5	-20%	-5%	2%	0%	-7
O=C(COc1ccc(F)cc1)NCCN1CCCC1	17	-2	-0.1%	10	-5%	2	2%	1%	-2%	0%	2
O=C(NCC1CCCN1S(=O)(=O)c1cccs1)C(=O)Nc1ccccc1 (stereo not given)	3	.	-0.2%	2	.	-2	0%	.	.	.	10
Cc1ccc(/C=C2\SC(=S)N(CCC(=O)NNC(=O)c3cccc(O)c3)C2=O)cc1	-20	.	-0.5%	7	.	1	5%	67%[activator]	.	-3%	-3
COc1ccc(NS(=O)(=O)c2cc3c(cc2C)NC(=O)CO3)c(OC)c1	4	2	0.2%	3	12%	-1	1%	.	7%	.	23
CSc1ccc(C(=O)C2CCCN(C(=O)c3ccc(C)nc3)C2)cc1 (stereo not given)	3	1	-0.7%	.	6%	1	2%	1%	1%	1%	16
Cc1c(Cl)c([N+](=O)[O-])nn1CC(=O)N1CCc2ccccc2C1	-15	6	-0.3%	2	.	.	0%	-2%	-2%	1%	17
CCCc1cc(SCC(=O)Nc2c(C)n(C)n(-c3ccccc3)c2=O)n2c(nc3ccccc32)c1C#N	-18	-2	3.5µM*	-4	7%	-2	2%	7%	-17%	1%	2
O=C(CSCCO)N1CCc2ccccc21	14	0	-0.1%	-8	0%	-3	-2%	3%	1%	0%	10
CCN(CC)c1ccc(NC(=O)c2ccccc2F)cc1	-3	0	0.3%	1	-4%	?	-1%	-2%	-3%	-3%	-1
COc1cc(Br)c(-c2sc(Nc3ccccc3)n[n+]2-c2ccc(F)cc2)cc1OC	17	-5	-0.8%	-5	-25%	1	1%	?	0%	.	-14
O=C(CCc1nc2ccccc2c(=O)[nH]1)NCCN1C(=O)S/C(=C\c2ccccc2Cl)C1=O	5	.	-0.4%	8	.	4	1%	.	.	.	-4
CCSc1nnc(NC(=O)c2cccc(S(=O)(=O)N(C)c3ccc(C)cc3)c2)s1	-3	9	-0.6%	-10	?	19	-3%	10%	1%	-2%	-9
CSc1nnc(Cc2ccc3c(c2)OCO3)o1	12	4	-0.4%	7	0%	2	1%	0%	1%	2%	-20
CN1C(=O)NC(NC(=O)c2ccco2)(C(F)(F)F)C1=O (stereo not given)	10	-1	0.2%	5	1%	6	0%	4%	-2%	-1%	13
COCCn1c(SCc2nnc(-c3ccc(OC)c(OC)c3)o2)nnc1-c1ccncc1	11	-1	-0.1%	-20	.	-1	0%	-4%	3%	-1%	11
CC(=O)Oc1ccc2c(c1)C(=O)c1ccccc1CO2	-13	-1	-0.2%	-12	6%	2	-2%	-2%	18%	2%	-2
COc1cccc(-c2noc(C3CCCN(C(=O)c4ccc(F)cc4F)C3)n2)c1 (stereo not given)	8	2	0.0%	-7	-2%	18	1%	-2%	-2%	5%	8
CC1CC(=O)NN=C1c1ccc(N)c([N+](=O)[O-])c1 (stereo not given)	0	2	-0.3%	5	10%	0	3%	13%	-7%	-2%	-28
Cc1cccc(NC(=S)NC(C)CCc2ccccc2)c1 (stereo not given)	17	-1	-0.5%	3	-9%	?	1%	0%	-13%	0%	6
Cc1ccc(C)c(OC(C)C(=O)Nc2ccc(S(=O)(=O)Nc3nccs3)cc2)c1 (stereo not given)	5	3	0.0%	-4	?	3	-1%	7%	9%	0%	-15
C[C@H](NC(=O)c1ccccc1Cl)C(=O)OCCOc1ccc(Cl)cc1	1	1	-0.5%	-2	.	6	0%	-13%	3%	-2%	9
COC(=O)/C(C#N)=C/c1c(N2CCN(c3ccccc3)CC2)nc2ccccn2c1=O	-7	0	-0.4%	5	-24%	-6	2%	11%	.	.	0
Clc1ccc(-c2nc3ccncc3[nH]2)cc1	-11	1	-1.1%	-12	4%	21	2%	-1%	-53%	1%	-4
